# PPC-1+TRAIL kill: compounds killing PPC-1 cancer cells with TRAIL present (potentiator screen, no TRAIL-free arm). PPC-1 cells + TRAIL, ATPLite viability luminescence. cell killing (% activity), % at 4 µM. 0.41% of 220,000 active. AID 1443;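 active = cell killing above 50% in the first pass at 4 µM, then a duplicate retest at 5 µM averaging 50% or more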;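 also: plate controls were cells with TRAIL plus DMSO for no effect and medium-only wells lacking cells for full effect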
# RBBP9 inh: inhibitors of human serine hydrolase RBBP9; O75884; recombinant RBBP9, FP-Rh probe fluorescence polarization; inhibition, % at 7.94 µM; 0.2% of 220,000 active;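 active = inhibition above the campaign mean of all tested compounds plus 3 SD, cut at about 14% in these data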;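 also: plate controls were DMSO wells with RBBP9 for no effect and wells lacking RBBP9 protein for full effect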
#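 Material: RBBP9 protein. Amount: RBBP9 at 2.5 µM in dispensed solution, before mixing. Schedule: 30 min then 45 min, 25 °C. Medium: Tris buffer pH 8.0, NaCl, Pluronic. Measured by: fluorescence polarization. Measure: percent inhibition from mP, scaled between DMSO and no-protein wells. Replication: one well per compound.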
# BaF3 tox: parental Ba/F3 viability inhibition as JAK2V617F counter-screen; CellTiter-Glo ATP luminescence; inhibition, % at 5.6 µM; 1.1% of 220,000 active; AID 1486;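 active = inhibition above a per-campaign cutoff, the mean inhibition of all tested compounds plus 3 SD, cut at about 27% in these data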;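 also: 0% = DMSO wells and 100% = JAK Inhibitor I control wells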
# EP2 antag: blocks the human prostaglandin E2 receptor EP2; C6 glioma cells expressing human EP2, cAMP TR-FRET; cells stimulated with saturating PGE2; inhibition, % at 25 µM; 0.52% of 260,000 active; AID 1422;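 active = percent inhibition above 40 after rounding to a whole number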;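 also: rat C6 glioma host cells with rolipram phosphodiesterase inhibitor present; the protocol text gives 20 µM as final concentration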
# Furin inhibitor: blocks human furin protease activity; inhibition, % at 30 µM; purified furin, fluorogenic substrate cleavage; 0.061% of 220,000 active; in the data active = inhibition above about 25%; also: inactives centre near -15
# Target sequence (P09958 108-714 limits assumed): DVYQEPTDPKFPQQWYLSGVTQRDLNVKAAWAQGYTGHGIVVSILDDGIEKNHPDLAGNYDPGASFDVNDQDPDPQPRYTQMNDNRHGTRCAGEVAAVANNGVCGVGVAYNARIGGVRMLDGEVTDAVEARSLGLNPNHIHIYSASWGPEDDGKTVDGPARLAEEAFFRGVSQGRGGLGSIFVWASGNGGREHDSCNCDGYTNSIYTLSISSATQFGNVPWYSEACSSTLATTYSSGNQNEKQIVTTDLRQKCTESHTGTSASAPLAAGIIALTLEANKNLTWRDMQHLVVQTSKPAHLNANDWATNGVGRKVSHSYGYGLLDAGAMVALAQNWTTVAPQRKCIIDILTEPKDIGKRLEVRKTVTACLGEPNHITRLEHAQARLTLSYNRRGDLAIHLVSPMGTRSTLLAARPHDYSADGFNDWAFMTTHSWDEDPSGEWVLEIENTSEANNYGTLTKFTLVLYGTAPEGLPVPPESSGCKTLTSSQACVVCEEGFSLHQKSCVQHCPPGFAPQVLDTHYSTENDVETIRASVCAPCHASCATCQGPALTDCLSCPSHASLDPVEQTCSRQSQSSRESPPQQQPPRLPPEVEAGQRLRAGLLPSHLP
# Tb hexokinase: T. brucei hexokinase 1 inhibition. recombinant TbHK1, G6PDH-coupled NADH A340. inhibition, % at 10 µM. 0.11% of 220,000 active. AID 1430;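 active = inhibition of 50% or more in the single-dose primary screen; inactive = inhibition below 50%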
# p47phox inh: inhibitors of human p47phox binding | P14598 | p47phox/p22phox peptide binding, fluorescence polarization, 2 h | inhibition, % at 24.7 µM | 0.53% of 220,000 active;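 active = inhibition above about 30%, limit read from the data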;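 also: 0% = p47phox with labelled peptide and 100% = labelled peptide alone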
# Target sequence (P14598 whole entry, looked up): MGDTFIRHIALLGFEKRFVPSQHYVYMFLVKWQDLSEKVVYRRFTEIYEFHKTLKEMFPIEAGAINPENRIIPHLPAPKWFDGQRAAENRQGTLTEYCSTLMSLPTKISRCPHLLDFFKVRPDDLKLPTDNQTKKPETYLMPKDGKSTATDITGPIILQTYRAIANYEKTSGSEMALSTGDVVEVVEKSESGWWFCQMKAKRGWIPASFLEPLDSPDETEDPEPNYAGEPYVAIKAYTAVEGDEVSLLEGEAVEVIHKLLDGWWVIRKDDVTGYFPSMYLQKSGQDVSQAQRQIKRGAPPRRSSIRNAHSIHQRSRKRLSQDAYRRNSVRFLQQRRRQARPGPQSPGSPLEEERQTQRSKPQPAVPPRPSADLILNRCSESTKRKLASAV
# p97 ATPase inh: inhibitors of human p97 ATPase | 0.42% of 220,000 active | recombinant p97 ATPase, Kinase-Glo ATP luminescence, 3 h | inhibition, % at 8 µM | AID 1481; in the data active = inhibition above about 15%;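 also: 0% = DMSO vehicle and 100% = wells lacking enzyme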
# Ba/F3 V617F tox: lowers viability of Ba/F3 cells expressing EpoR and JAK2V617F. ATP luminescence. inhibition, % at 5.6 µM. 1.1% of 220,000 active. AID 1446;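 active = inhibition above the campaign mean plus 3 SD over all tested compounds, cut at about 24% in these data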;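 also: cytokine-independent growth of Ba/F3 cells driven by EpoR plus mutant JAK2; 0% = DMSO-treated cells and 100% = JAK inhibitor I control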
# Numbers without * were called inactive; · = not tested or not shown; [ ] = remark or other dose.
# A first look, 2 compounds:
# Below each compound: Tb hexokinase, PPC-1+TRAIL kill, BaF3 tox, EP2 antag, Furin inhibitor, Ba/F3 V617F tox, p97 ATPase inh, p47phox inh, RBBP9 inh
CCOc1ccc(NC(=O)CSc2nc3[nH]ncc3c(=O)n2-c2ccccc2OC)cc1
 : 0, -5, 4, 1, -7, -1, 4, -7, -2
CCc1nn(CC(=O)NCCCN2CCc3ccccc3C2)c(=O)c2cc3sccc3n12
 : -1, 31, 4, 4, -10, 0, -1, 1, -2

# Main list, from the start:
# Below each compound: Tb hexokinase, PPC-1+TRAIL kill, BaF3 tox, EP2 antag, Furin inhibitor, Ba/F3 V617F tox, p97 ATPase inh, p47phox inh, RBBP9 inh
CCOc1ccc(NC(=O)CSc2nc3[nH]ncc3c(=O)n2-c2ccccc2OC)cc1
 : 0, -5, 4, 1, -7, -1, 4, -7, -2
CCc1nn(CC(=O)NCCCN2CCc3ccccc3C2)c(=O)c2cc3sccc3n12
 : -1, 31, 4, 4, -10, 0, -1, 1, -2
CN(C)CCNC(=O)Cn1nc(C(F)F)cc1C1CC1
 : 2, -8[5 µM], -1, 6, -14[20 µM], -1, -1, -5, 3
CN(C)Cc1cc(CCNC(=O)c2ccc(Cl)cc2)ccc1O
 : 2, 9, 3, 12, -19, -1, -1, -8, -3
O=C(O)/C=C/C(=O)c1ccc2c(c1)NC(=O)CO2
 : -9, 11, 5, 4, -19, 0, 4, -8, 6
NC(N)=NS(=O)(=O)c1ccc(NC(=S)NC(=O)c2ccc3c(c2)OCO3)cc1
 : -5, 19, -1, 16, -14, 1, 0, -32, -7
CCOC(=O)c1c(C)[nH]c(C)c1C(=O)CSc1nnc(-c2cc(OC)c(OC)c(OC)c2)o1
 : 7, 10, 0, 12, -24, -1, 4, -3, -2
CCOc1ccc(Cl)cc1S(=O)(=O)N1CCN(c2ccc(C)c(C)c2)CC1
 : -6, -8, 1, 2, -8[20 µM], -4, -3, -14, -8
COc1ccc(O)c(C(=O)c2cnc3c(c2)c(=O)[nH]c(=O)n3C)c1
 : 0, 8, 4, 2, -15, -2, 1, -2, 0
Cc1cc(C)c(COCc2cc(/C=N/O)c(C)cc2C)cc1/C=N/O
 : 18, 15, 6, 6, -11[20 µM], 1, -3, -3, -10
COc1cc(C(=O)Nc2ccc(NC(=O)c3ccco3)nc2)cc(OC)c1OC
 : -3, -2, 1, 26, -11, -2, 3, -4, -2
O=C(NC1CCCCC1)c1cccnc1C(=O)O
 : -4, 31, 2, 6, -9, -2, 4, 0, -6
CCOC(=O)Cn1c(=O)c2c(nc(Br)n2Cc2ccccc2)n(C)c1=O
 : 0, 17, 2, ·, -18, -3, -4, ·, -4
O=C(c1ccc2ccccc2c1)C1CCCN(C(=O)CN2C(=O)CSC2=O)C1 (stereo unspecified)
 : -11, 14, -1, 6, -25, -4, 2, -5, -1
CCN(C(=O)c1ccccc1)c1ccc([N+](=O)[O-])cc1
 : -6, 15, 0, 4, -13, 1, -1, -2, 2
Cc1ccccc1CN(c1ccc(C(=O)NCCC2=CCCCC2)cc1)S(C)(=O)=O
 : -7, 11, 8, 9, -18[20 µM], 0, -6, 5, -9
CCCC(=O)N/C(N)=N/c1nc(C)c2ccccc2n1
 : -8, -1, -2, 9, -18, 3, 6, 5, -3
CC(=O)Nc1ccc(S(=O)(=O)Nc2ccc3c(c2)OCCO3)cc1
 : 5, -4, 9, 2, -16, 1, 1, 3, -7
Cc1ccc(S(=O)(=O)N2CCOCC2)cc1C(=O)NNC(=O)c1ccoc1C
 : -1, 24, 9, 6, -29, 0, 6, 2, 9
CN(C)CCC1c2ccc(Cl)cc2CCc2cccnc21 (stereo unspecified) (tested in a mixture with another compound)
 : 2, 22, 0, 7, -19, 0, 7, -4, -2
CC(=O)Nc1ccc(NC(=O)C(Sc2ccccc2)c2ccccc2)cc1 (stereo unspecified)
 : 1, 5, 0, 5, -20, -3, 2, -16, 2
CCOC(=O)C1CCN(CC(=O)Nc2ccc(OC)c(Cl)c2)CC1
 : -5, -5, 10, 8, -18, 2, -3, -14, -9
CCOC(=O)c1cnc(-c2ccccc2)nc1Oc1ccc(OC)cc1
 : -5, -3, 7, 7, -14, 0, 4, 2, -5
CSC1=N/C(=C/c2ccc(-n3cncn3)cc2)C(=O)N1
 : -41, 29, 1, 7, -11, -4, 3, -15, 11
O=C(CSc1nnc(-c2ccccc2Br)o1)Nc1nncs1
 : -2, -1, 9, 2, -15, 1, 4, -1, 4
CC(C)c1nc2sc3c(NCc4ccco4)ncnc3c2c2c1COC(C)(C)C2
 : -4, 4, 6, 11, -1, -3, -5, -31, -3
COc1c(O)cnn(-c2ccccc2)c1=O
 : -8, 3, -5, 8, -16, 0, 4, -5, 1
Cc1ccsc1/C=N/NC(=O)CSCc1ccc(Cl)cc1
 : -12, 16, 2, 16, 1[20 µM], 3, -5, -4, -8
Clc1ccc(Cn2ncc3c(NCc4cccnc4)ncnc32)cc1
 : 4, 20, 4, 4, -12[20 µM], -2, 1, -6, -3
Cc1nc(N2CCCCC2C)c2c(C)c(C(=O)Nc3cccc(C(F)(F)F)c3)sc2n1 (stereo unspecified)
 : -12, 8, 7, 10, -6, 3, -4, -6, -3
CCOC(=O)c1ccc(N2C(=O)c3n[nH]c(C)c3C2c2cccnc2)cc1 (stereo unspecified)
 : 3, 14, 1, 7, -23, -4, 6, -7, -11
O=C1NC(=O)/C(=C/c2ccc(N3CCOCC3)o2)N1
 : -12, -10, -4, 5, -3, 1, 5, -6, -1
CC(C)(C)CC(=O)NC(=S)N1CCCCCC1
 : -3, -7, 9, 6, -21[20 µM], -2, 1, 1, 0
O=c1[nH]c2cc3c(cc2cc1C(c1nnnn1CC1CCCO1)N1CCCC1)OCO3 (stereo unspecified)
 : -2, 30, 4, 6, -89, 1, 3, -8, -7
Cc1ccc(N/C=C(\C#N)c2ccc(OCCCF)cc2)cc1
 : -7, 29, 5, 13, -18[20 µM], 1, -2, 2, 0
CCOC(=O)CSC1=N/C(=C\c2cccnc2)C(=O)N1c1ccc(OC)cc1
 : 0, 1, 5, 5, -11, -3, 3, -10, -11
CCOC(=O)c1cc2occc2n1CC(=O)NC1CCCCC1C (stereo unspecified)
 : -2, -9, -1, 1, -14[20 µM], -4, 1, -9, 0
C=CCNC(=O)CN1C(=O)C2C3c4ccccc4C(c4ccccc43)C2C1=O (stereo unspecified)
 : -5, 22, 5, 0, -15, -3, 0, 8, -8
CC(=O)Nc1cc(C(=O)N2CCCC2)ccc1Sc1ccc(Cl)cc1
 : 0, -24, 4, 12, -14[20 µM], 7, 1, -2, -11
CCOc1ccc(OCc2ccc(C(=O)Nc3cccc(C)n3)o2)cc1
 : 9, 3, 5, 7, -15[20 µM], -1, -3, -23, 1

# Rewritten in CSV form: entries from further up
smiles,Tb hexokinase,PPC-1+TRAIL kill,BaF3 tox,EP2 antag,Furin inhibitor,Ba/F3 V617F tox,p97 ATPase inh,p47phox inh,RBBP9 inh
CCOC(=O)c1c(C)[nH]c(C)c1C(=O)CSc1nnc(-c2cc(OC)c(OC)c(OC)c2)o1,7,10,0,12,-24,-1,4,-3,-2
CCOC(=O)c1ccc(N2C(=O)c3n[nH]c(C)c3C2c2cccnc2)cc1 (stereo unspecified),3,14,1,7,-23,-4,6,-7,-11

# (cont.)
# Below each compound: Tb hexokinase, PPC-1+TRAIL kill, BaF3 tox, EP2 antag, Furin inhibitor, Ba/F3 V617F tox, p97 ATPase inh, p47phox inh, RBBP9 inh
COc1ccc(-n2c(SC(C)C(=O)Nc3ncc(Cl)cc3Cl)nc3ccccc32)cc1 (stereo unspecified)
 : 5, 27, 62*, 7, 2, 69*, -8, -50, -9
O=C(NNC(=S)Nc1ccccc1)C1CC1
 : -6, -12, -5, 10, -13[20 µM], -1, 0, -14, -7
CC1(C)C/C(=N\O)C(C(O)c2cccc([N+](=O)[O-])c2)C(C)(C)N1 (stereo unspecified)
 : -6, 4, -1, 7, -12, -6, 7, -3, 0
CCCCCC(C)NC(=S)NC(=O)c1cc(S(=O)(=O)N2CCOCC2)ccc1C (stereo unspecified)
 : 0, 26, 42*, 10, -16, -4, -5, -4, 1
Cc1cc(C)c2cc(CN(CC3CCCO3)C(=O)NC3CCCCC3)c(=O)[nH]c2c1 (stereo unspecified)
 : -12, ·, 6, ·, 3[20 µM], -1, 1, ·, 0
CN(C)c1ccc(-c2nnc(-c3ccc(S(=O)(=O)C(F)F)cc3)o2)cc1
 : 0, 34, 4, 13, -15, -1, 0, -6, -5
COC(=O)C(O)(CC(=O)Nc1cccc(SC)c1)C(F)(F)F (stereo unspecified)
 : 1, 13, 2, 11, -24[20 µM], -3, 2, 1, -4
O=C(COC(=O)c1cnccn1)NCCc1ccccc1
 : -8, -12, -2, 6, -25[20 µM], 1, -1, -8, -7
Cc1ccc(C(=O)Nc2nccs2)cc1S(=O)(=O)N1CCCCC1
 : -4, 16, 2, 4, -33, 2, -1, -5, 4
Cc1ccc(CNC(=O)CCCOc2cc(=O)n(C)c3ccccc23)o1
 : 2, -1, -4, 3, -14, 4, 2, -7, 6
CCOc1cc(/C=N\Nc2nc(Nc3ccccc3)nc(N3CCOCC3)n2)ccc1OC(=O)c1ccco1
 : -27, 2, 1, 8, -6, -1, 1, 3, -6
Cc1ccc(Nc2ncnc(-n3cccc3)n2)cc1Cl
 : 2, 26, 3, 10, -15, -1, 5, -20, 0
Cc1nc(S(=O)(=O)NC2CCCCC2)c(C#N)c(C)c1Cl
 : 1, 7, 2, ·, -16, 2, -7, 5, -9

# Record cards, from the list above. Values in the order: Tb hexokinase, PPC-1+TRAIL kill, BaF3 tox, EP2 antag, Furin inhibitor, Ba/F3 V617F tox, p97 ATPase inh, p47phox inh, RBBP9 inh
# O=C(COC(=O)c1cnccn1)NCCc1ccccc1 across the screens: -8, -12, -2, 6, -25[20 µM], 1, -1, -8, -7
# Cc1cc(C)c2cc(CN(CC3CCCO3)C(=O)NC3CCCCC3)c(=O)[nH]c2c1 (stereo unspecified) across the screens: -12, ·, 6, ·, 3[20 µM], -1, 1, ·, 0
# CN(C)c1ccc(-c2nnc(-c3ccc(S(=O)(=O)C(F)F)cc3)o2)cc1 across the screens: 0, 34, 4, 13, -15, -1, 0, -6, -5
# COc1ccc(-n2c(SC(C)C(=O)Nc3ncc(Cl)cc3Cl)nc3ccccc32)cc1 (stereo unspecified) across the screens: 5, 27, 62*, 7, 2, 69*, -8, -50, -9
# O=C(NNC(=S)Nc1ccccc1)C1CC1 across the screens: -6, -12, -5, 10, -13[20 µM], -1, 0, -14, -7

# Five entries already listed, ordered by the value under p47phox inh, rising.
Compound | Tb hexokinase | Furin inhibitor | p97 ATPase inh | p47phox inh | RBBP9 inh
CC(=O)Nc1ccc(NC(=O)C(Sc2ccccc2)c2ccccc2)cc1 (stereo unspecified) | 1 | -20 | 2 | -16 | 2
Clc1ccc(Cn2ncc3c(NCc4cccnc4)ncnc32)cc1 | 4 | -12[20 µM] | 1 | -6 | -3
Cc1ccsc1/C=N/NC(=O)CSCc1ccc(Cl)cc1 | -12 | 1[20 µM] | -5 | -4 | -8
CCc1nn(CC(=O)NCCCN2CCc3ccccc3C2)c(=O)c2cc3sccc3n12 | -1 | -10 | -1 | 1 | -2
CCCC(=O)N/C(N)=N/c1nc(C)c2ccccc2n1 | -8 | -18 | 6 | 5 | -3

# High-throughput results deposited in PubChem by several laboratories.

# Some of the compounds tested. The share of hits here may be higher or lower than overall.
